OXTR potentiate – potentiators of human oxytocin receptor; activation, % at 3 µM; AID 2445; P30559; CHO-OTR cells, Fluo-8 calcium fluorescence, potentiator mode; 0% = oxytocin EC15, 100% = EC100; 0.061% of 320,000 active;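 active means activation above that plate's cutoff, the mean activation of tested compounds plus 3 SD, cut at about 6.6% in these data, passing the limit was not always enough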;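 further: 100% uses oxytocin at 75 nM as the full agonist control; some results filed as inactive read as strong as hits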
Target sequence (P30559 whole entry, looked up): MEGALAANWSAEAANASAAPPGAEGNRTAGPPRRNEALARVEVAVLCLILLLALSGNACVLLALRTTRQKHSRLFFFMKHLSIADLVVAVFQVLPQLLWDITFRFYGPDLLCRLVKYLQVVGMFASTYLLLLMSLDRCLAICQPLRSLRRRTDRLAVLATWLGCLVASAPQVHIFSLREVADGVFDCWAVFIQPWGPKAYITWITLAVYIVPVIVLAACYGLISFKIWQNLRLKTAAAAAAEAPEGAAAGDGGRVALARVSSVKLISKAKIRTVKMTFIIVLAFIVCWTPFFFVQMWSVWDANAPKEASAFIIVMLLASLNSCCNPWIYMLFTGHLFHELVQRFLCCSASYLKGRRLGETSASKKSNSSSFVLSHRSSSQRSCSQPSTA
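test system = CHO-OTR cells, human receptor | compound = single-point 3.0 µM | schedule = 6 min compound pre-incubation at room temperature, 100 s kinetic read | signal = Fluo-8 no-wash calcium dye fluorescence, excitation 470-495 nm, emission 515-575 nm | repeats = single well per compound, singlicate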
OXTR agonist – agonists of human oxytocin receptor; P30559; CHO-OTR cells, Fluo-8 calcium fluorescence; normalized: DMSO 0%, oxytocin 100%; activation, % at 3 µM; 0.32% of 320,000 active; AID 2435;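 active means activation above the mean of all tested compounds plus 3 SD, cutoff set per screening run, cut at about 20% in these data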;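 further: peak over basal fluorescence ratio from a 100 s FLIPR kinetic read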
GalR3 antagonist – antagonists of human GalR3. O60755. HEK293 GalR3-CNG cAMP membrane potential fluorescence; galR3 body fused to GalR1 C-terminus. inhibition, % at 3 µM. 0.44% of 360,000 active. AID 651719;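 active means inhibition above the screen-wide average plus 3 SD, cut at about 13% in these data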;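 further: forskolin and galanin both at EC90 stimulate the cells; cAMP rise reported by CNG channel membrane potential dye signal; 0% = forskolin plus galanin with DMSO and 100% = forskolin alone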
Target sequence (O60755 1-299 limits assumed): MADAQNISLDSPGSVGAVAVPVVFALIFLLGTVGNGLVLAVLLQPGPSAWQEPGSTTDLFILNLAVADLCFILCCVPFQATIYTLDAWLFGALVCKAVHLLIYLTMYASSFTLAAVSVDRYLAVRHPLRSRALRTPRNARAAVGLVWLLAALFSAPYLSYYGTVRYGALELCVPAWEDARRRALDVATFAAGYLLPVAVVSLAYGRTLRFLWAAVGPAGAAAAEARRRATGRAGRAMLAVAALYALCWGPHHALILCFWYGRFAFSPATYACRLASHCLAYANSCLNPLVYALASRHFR
MEKK2 WT-MEK5 – raises or lowers MEK5 binding to wildtype human MEKK2 PB1 domain | Q9Y2U5 | bead flow cytometry, Alexa488-MEK5 binding to MEKK2 WT; actives lie on both sides | binding response (% of control), % at 10 µM | 1.1% of 290,000 active | AID 1531; in the data active means binding response below about 67% or above about 130%
PfM18AAP inh – blocks P. falciparum M18 aspartyl aminopeptidase. 1.2% of 290,000 active. inhibition, % at 7.35 µM. AID 1822. recombinant PfM18AAP, H-Glu-NHMec fluorogenic cleavage;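 active means inhibition above the campaign mean inhibition over all tested compounds plus 3 SD, cut at about 28% in these data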;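 further: 0% = plate median of test compound wells and 100% = 2 mM ZnCl2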
GPR7 antag – antagonists of human GPR7 (neuropeptides B/W receptor 1); inhibition, % at 4.4 µM; GPR7-expressing cells, fluorescence antagonist assay; 1.1% of 290,000 active; in the data active means inhibition above about 16%, passing the limit was not always enough;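 further: cells stimulated with the agonist NPW; 0% = agonist with vehicle and 100% = vehicle without agonist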
Target sequence (P48145 whole entry, looked up): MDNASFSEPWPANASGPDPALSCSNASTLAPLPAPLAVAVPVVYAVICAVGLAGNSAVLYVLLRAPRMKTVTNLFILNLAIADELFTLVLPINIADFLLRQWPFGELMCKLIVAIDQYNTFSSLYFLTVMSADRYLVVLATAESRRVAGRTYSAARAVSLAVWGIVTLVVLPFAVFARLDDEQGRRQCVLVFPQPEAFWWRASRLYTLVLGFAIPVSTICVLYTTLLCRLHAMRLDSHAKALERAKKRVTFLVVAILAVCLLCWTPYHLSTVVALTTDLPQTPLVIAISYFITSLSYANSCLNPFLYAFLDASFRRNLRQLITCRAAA
V1aR counter – counter-screen for oxytocin receptor agonists: human V1a receptor agonists | CHO-V1R cells, Fluo-8 calcium fluorescence, agonist mode; 0% DMSO, 100% 3 nM vasopressin | activation, % at 3 µM | 0.25% of 320,000 active | AID 2797;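 active means activation above the mean activation of all tested compounds plus 3 SD, per screening run, cut at about 20% in these data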;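 further: signal is peak over basal fluorescence ratio across a 100 second FLIPR read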
NALP1 yeast inh – NALP1 inhibition; S. cerevisiae NALP1/ASC/caspase-1 growth, X-gal OD620, 72 h; 0.61% of 280,000 active; inhibition, % at 10 µM; AID 2071; in the data active means inhibition mostly above about 24%, no sharp cut-off; inactive means mostly below about 32%; further: some compounds called inactive have numbers as strong as hits
MEKK2 mut-MEK5 – signal of MEK5 binding to mutant human MEKK2 PB1 domain; bead flow cytometry, Alexa488-MEK5 binding to MEKK2 mutant; percent response, % at 10 µM; 0.35% of 290,000 active; AID 1530; in the data active means percent response above about 24%, passing the limit was not always enough; further: inactives centre near 1; some results filed as inactive read as strong as hits; reference of the scale not given here
Active calls of the source: *; · = not tested or not shown; & = joins results of further samples.

SMILES	OXTR potentiate	OXTR agonist	GalR3 antagonist	MEKK2 WT-MEK5	PfM18AAP inh	GPR7 antag	V1aR counter	NALP1 yeast inh	MEKK2 mut-MEK5
CC1(C)NC(=O)N(CN2C(=O)NC(C)(C)C2=O)C1=O	-6	-0.6	-4	75	0	-18	0.2	-12	-10
CCC(C)NC(=O)C1CCC(=O)N1CCc1ccccc1 (stereo unspecified)	-3	0.4	-6	110	1	-14	-0.1	4	7
Nc1ncnc2c1CCC2	2	0.5	-1	111	-3	-10	-0.1	13	9
COC(=O)C1(C)NC(c2ccc(O)cc2)C2C(=O)N(c3ccc(C)cc3)C(=O)C21 (stereo unspecified)	-1	-0.2	2	104	-1	-14	0.5	-20	8
CCCCNC(=S)Nc1ccc2cn[nH]c2c1	-3	-1.3	-3	108	4	-5	-0.3	16	6
CC(=O)COc1ccc2oc(=O)cc(-c3cc4ccccc4o3)c2c1	-4	-2.3	1	100	4	2	-0.7	3	-4
CCCCCn1nnc2c(=O)oc3ccccc3c21	-8	-1.4	0	99	1	18	0.1	3	-6
O=S(=O)(NC(=S)c1ccccc1)c1ccc(F)cc1	1	1.2	-5	109	0	-10	1.6	4	14
COc1ccc2cnnc(SCC(=O)Nc3ccc(C(=O)O)cc3)c2c1OC	0	0.9	2	111	-2	-2	0.7	20	0
O=C(Nc1cccc2ccccc12)c1ccc([N+](=O)[O-])cc1	-7	-0.8	-8	97	9	42*	2.5	8	-10
COc1cccc(-c2csc(NC(C)=O)n2)c1	-2	-1.6	-4	102	4	1	-1.0	34	8
O=[N+]([O-])c1cccc(/C=N/N=C\c2ccccc2)c1	·	·	-7	100	4	-20	·	7	6
CC(C)(C)NC(=O)C(c1ccco1)N(C(=O)c1ccc(CN2CCOCC2)o1)c1ccccc1 (stereo unspecified)	-2	-0.8	1	98	5	0	0.4	10	2
COc1ccccc1-n1cnc2cc(C(=O)NC3CCCC3)ccc21	-8	0.2	-3	99	8	-17	-0.2	19	1
CCOc1ccc(NC(=O)C(C)Oc2ccccc2C(=O)Nc2cccc(Cl)c2Cl)cc1 (stereo unspecified)	3	0.0	-2	125	-1	4	0.0	5	12
COc1ccc(NS(=O)(=O)c2ccc(N3CCOCC3)c(NC(=O)c3ccco3)c2)cc1	-30	-0.4	-3	100	1	-10	0.3	9	0
Cc1ccccc1-n1c(-c2ccncc2)n[nH]c1=S	-6	-0.7	-6	111	·	·	1.1	-15	-2
COc1cc(/C=C(/NC(=O)c2ccccc2)C(=O)N2CCN(C)CC2)c([N+](=O)[O-])cc1OC	-4	0.9	2	105	13	-6	0.6	26	4
O=C(CSc1nc2c(c(=O)n1-c1ccc(Cl)cc1)SCC2)Nc1ccc2c(c1)OCCO2	0	0.3	-4	100	3	-4	0.4	·	11
O=C(CCNS(=O)(=O)c1ccc(Br)cc1)N1CCCCCCC1	-12	-0.2	-1	·	·	·	1.1	·	·
COc1ccccc1NC(=O)Cc1csc(NC(=S)Nc2ccc(C)cc2)n1	-22	3.4	2	89	3	12	2.8	14	-7
Cc1noc(C)c1CSc1nc2ccccc2c(=O)n1-c1ccccc1	-2	-1.3	-5	100	-2	8	-1.8	11	-3
CCOc1ccc(NC(=S)NNC(=O)c2cc(Br)ccc2Cl)cc1	-17	1.2	-5	79	-9	-8	1.7	-9	-9
COc1cc(OC)c2c(N)c(C#N)c(C(F)(F)C(F)(F)F)nc2c1	-15	-0.7	-3	102	-11	-22	-0.4	9	3
CCOC(=O)c1c(COC(=O)c2ccco2)nc2ccccc2[n+]1[O-]	-3	1.0	0	99	-4	-3	-0.4	-14	2
O=C(C[C@H]1C/C=C/CC[C@@H](Cc2ccc(F)cc2)C(=O)OC[C@H](c2ccccc2)NC1=O)NCCO	-4	0.5	-2	·	·	·	1.4	·	·
CCn1cc(C2=NOC(C(=O)O)C2)c(C)n1 (stereo unspecified)	-5	-0.1	-6	105	-7	4	1.0	11	9
Cc1ccc(NC2=NCCC2)cc1Cl	0	1.1	-3	101	-1	-10	0.6	-80	10
COc1cc(OC)cc(C(=O)N(CN2CCCC2=O)c2ccccc2OC)c1	-1	0.9	-5	86	-12	6	2.2	12	-11
N#Cc1c(C(F)(F)F)cc(-c2ccco2)nc1SCc1ccccn1	-6	10	4	98	-2	-12	7.1	-12	1
O=c1c2ccccc2nc(COc2ccccc2)n1/N=C/c1ccc(O)c(O)c1	-6	-0.7	-4	100	53*	-13	-0.4	·	4
CN(CC(O)CN1CCOCC1)S(=O)(=O)O (stereo unspecified)	-4&-10	0.9&-0.1	-3&2	103&98	1&2	-6&-14	1.0&-0.6	-18&-5	1&4
CCN1C(=O)C(CC(=O)Nc2ccc(OC)cc2)N(CCc2ccccc2)C1=S (stereo unspecified)	-5	1.8	-5	106	6	-3	2.8	-8	-1
CCc1cc(=O)oc2cc(OC(=O)c3ccco3)ccc12	-13	-0.3	3	105	-21	7	0.5	8	3
COc1ccc2nc(C)cc(Nc3ccc(N4CCN(C)CC4)cc3)c2c1	-12	-0.8	-6	119	4	-14	-0.2	18	13
CC(C)(C)OC(=O)COc1cc(F)ccc1[N+](=O)[O-]	0	-1.9	-6	·	·	·	0.0	·	·

Laid out differently: results already given
Second line of a record – OXTR potentiate | OXTR agonist | GalR3 antagonist | MEKK2 WT-MEK5 | PfM18AAP inh | GPR7 antag | V1aR counter | NALP1 yeast inh | MEKK2 mut-MEK5
> CCCCCn1nnc2c(=O)oc3ccccc3c21
  -8 | -1.4 | 0 | 99 | 1 | 18 | 0.1 | 3 | -6
> CC(=O)COc1ccc2oc(=O)cc(-c3cc4ccccc4o3)c2c1
  -4 | -2.3 | 1 | 100 | 4 | 2 | -0.7 | 3 | -4

(list continues)
SMILES	OXTR potentiate	OXTR agonist	GalR3 antagonist	MEKK2 WT-MEK5	PfM18AAP inh	GPR7 antag	V1aR counter	NALP1 yeast inh	MEKK2 mut-MEK5
Cc1ccnc(SCC(=O)c2cccc([N+](=O)[O-])c2)n1	-8	-1.1	-4	112	3	-5	0.7	3	14
O=c1cc(CSc2ccccn2)nc(N2CCN(c3ccccc3)CC2)[nH]1	-2	-0.1	-4	100	3	-6	-0.4	·	-5
O=C(N/C(=C/c1ccc(Br)cc1)C(=O)N1CCCC1=O)c1ccco1	-5	-0.3	-4	107	2	-9	0.7	-2	7
Cc1ccc(O)c(NC(=O)c2cc(-c3ccc(F)cc3)on2)c1	-8	-0.7	-6	107	4	-7	1.7	-6	3
O=C(O)CN1C(=O)/C(=C\c2cccc(OCc3ccccc3)c2)SC1=S	3	-1.3	-7	105	13	-11	0.8	-4	6
O=C(C[n+]1ccccc1)Nc1c(Cl)cc(Cl)cc1Cl	-19	-0.6	5	86	-4	-12	1.4	-15	-14
O=C(OCc1ccc(Cl)cc1Cl)c1cccnc1Cl	-8	-1.2	-2	108	7	2	2.6	1	0
CC1Cc2cc(S(=O)(=O)N3CCC(C(=O)Nc4ccccn4)CC3)ccc2N1C(=O)C1CCC1 (stereo unspecified)	-15	0.4	-7	93	3	-6	0.3	6	0
Cc1ccccc1C(=O)NCC(=O)OC(C)C(=O)Nc1cccc(S(=O)(=O)N2CCOCC2)c1 (stereo unspecified)	-7	-1.8	-4	·	·	·	-0.9	·	·
CCN(CC)CCCNC(=O)CCn1nc(-c2ccc(Cl)cc2)ccc1=O	-14	0.4	-13	105	-8	11	-0.4	-2	6
COC(=O)c1ccc(OCC2c3cc(OC)c(OC)cc3CCN2C(C)=O)cc1 (stereo unspecified)	-2	-1.8	-2	82	-9	19	-0.2	-8	-1
O=C(N/C(=C\c1ccc([N+](=O)[O-])cc1)C(=O)N1CCCCC1)c1ccccc1	-28	1.7	-4	103	8	-5	-0.5	-1	5
O=c1ccc2cc(S(=O)(=O)N3CCN(c4ccc(Cl)cc4)CC3)ccc2o1	-7	0.0	-7	99	-8	-8	3.0	-10	-3
O=C(COC(=O)c1cncc(Br)c1)NC12CC3CC(CC(C3)C1)C2	0	0.9	-6	·	·	·	0.9	·	·
COc1ccc(CC(=O)N2CCCC(C)C2)cc1 (stereo unspecified)	-10	-1.2	-2	106	-3	-14	0.5	17	2
Cc1c(Cl)cccc1NC(=O)CNC(=O)c1ccc2c(c1)OCCO2	-5	2.0	-6	·	·	·	1.4	·	·
CCN1CCN(C(=O)c2oc(=O)c3ccccc3c2-c2ccc(C)cc2)CC1	-1	0.0	1	105	3	7	0.0	23	0
CCOc1ccc(CCNC(=O)C2(c3ccccc3)CC2)cc1OCC	-4	-1.5	-4	96	8	9	-0.3	1	7
CCOc1ccc(-c2c[n+](=O)c3c(n2[O-])CCCC3)c(OCC)c1	-3	-0.1	-3	104	0	-6	0.0	10	6
Cc1cc(C)c(N=C2C(=O)Nc3ccccc32)c(C)c1	-4	0.2	-8	97	5	12	0.7	14	-1
Cc1ccc(C(=O)/C=C/C(=O)O)cc1	-8	0.7	-4	96	-24	1	-0.3	10	-1
Cc1ccccc1NC(=S)NCc1ccc(Cl)cc1	-7	-1.5	-3	97	8	-7	0.0	6	-1
NC(=O)c1ccccc1NCC(=O)c1ccc(F)cc1	-8	-0.1	0	104	11	-9	0.3	7	6
CC(=O)Nc1cccc(N=NN2CCCCC2)c1	-5	-0.7	2	95	5	5	0.3	0	-6
O=C(N/N=C/c1ccc(OCC(=O)N2CCCCC2)cc1)c1ccccc1	-8	0.3	-9	99	-4	9	0.1	-4	-1
C=C(C)Cn1c(-c2ccncc2)n[nH]c1=S	-8	0.4	-6	89	23	6	-0.4	-6	-4
CC1CCN(CCc2nc3cc(NC(=O)COc4ccccc4)ccc3n2C)CC1	0	1.3	1	106	5	3	0.0	35	6
CCOC(=O)c1c(-c2ccc(OC)cc2)csc1/N=C/C1=C(O)CCCC1=O	-9	12	-10	98	37*	-6	9.8	32	-1
O=C(NCc1ccccc1)C1CCN(S(=O)(=O)c2cccc3cccnc23)CC1	-7	-0.1	3	103	-2	-11	0.6	31	4
COC(=O)c1ccc(CSc2ncnc3sc(C)c(C)c23)o1	-3	-0.3	-7	100	5	2	1.2	6	-2
CC1CCCCN1C(=O)c1ccc(S(=O)(=O)N2CCCCC2C)cc1 (stereo unspecified)	-12	0.8	-4	98	-14	12	1.1	-39	2
CCOC(=O)CC(NC(=O)c1cc2cc(Br)ccc2oc1=O)c1cccc([N+](=O)[O-])c1 (stereo unspecified)	-2	-1.1	-9	104	-9	-7	0.3	23	0
CC(C)C12CN3CC(C(C)C)(CN(C1)C3c1ccccc1)C2O (stereo unspecified)	1	0.7	-1	102	-5	-21	-0.7	6	6
CC(C(=O)Nc1ccc(N(C)C)cc1)N1C(=O)c2ccccc2S1(=O)=O (stereo unspecified)	4	-0.5	-1	·	·	·	-0.1	·	·
Cc1ccc(N2CC(C(=O)OCc3ccccc3F)CC2=O)cc1 (stereo unspecified)	-10	-2.1	-1	105	6	-5	-0.8	44	10
O=C(N/C(=C\c1ccco1)C(=O)N1CCOCC1)c1ccccc1Cl	-2	0.2	4	96	7	-7	-0.3	3	-2

Profiles, looked up by structure. Order of screens: OXTR potentiate	OXTR agonist	GalR3 antagonist	MEKK2 WT-MEK5	PfM18AAP inh	GPR7 antag	V1aR counter	NALP1 yeast inh	MEKK2 mut-MEK5
Cc1ccc(N2CC(C(=O)OCc3ccccc3F)CC2=O)cc1 (stereo unspecified) is listed as -10	-2.1	-1	105	6	-5	-0.8	44	10
O=C(N/C(=C\c1ccco1)C(=O)N1CCOCC1)c1ccccc1Cl is listed as -2	0.2	4	96	7	-7	-0.3	3	-2

Source: PubChem BioAssay
